IL1B secr inh: inflammasome signaling inhibition, IL-1 beta readout | THP-1 LPS/ATP IL-1B secretion, AlphaLISA, 16 h; active compounds read low | activity change, % at 57.5 µM | 360,000 compounds, 4.7% hits | AID 743279; in the data active = activity change below about -50%; inconclusive = mostly about -30% to -49%; also: % is scaled to controls: 0 for no effect and ±100 for the full control effect
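THP-1 cells pretreated 1 hr with compounds (up to 57.5 uM final), then stimulated with LPS (250 ng/mL final) plus ATP (1.25 mM final); secreted IL-1B measured by AlphaLISA after 16 hr, decreased signal indicating inhibition.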
HT1080 IDH1KD tx: toxicity to HT-1080 IDH1 knockdown cells (counter line); HT-1080 IDH1 knockdown viability, ATP luminescence, 48 h; AID 686971; 360,000 compounds, 2% hits; Potency, µM (highest dose often 46.1 µM), inactives show top-dose activity, negative = toxicity, usual class: cytotoxic;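 also: potency is read from the fitted curve at half-maximal effect; 0% = DMSO wells and -100% = cell-free medium wells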
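Viability of IDH1-knockdown HT-1080 fibrosarcoma cells was assessed by CellTiter-Glo after 48 h at 37 °C with titrated compound; concentration-effect curves were classified by fit quality and response size.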
S2 tox: cell viability loss in ATXN counter-screen; S2 cells (HEK-293 line with an ATXN2-luciferase reporter) viability, CellTiter-Fluor protease fluorescence, 24 h; Potency, µM (titrated, usually from 56.7 µM), usual class: cytotoxic; 400,000 compounds, 0.49% hits; AID 651635; also: potency is read from the fitted curve at half-maximal effect; nearly all actives have a fitted effect of over 40% in size
MCF10A rerep: induces DNA re-replication in MCF 10a normal breast cells; MCF 10A DNA re-replication, Hoechst nuclear intensity, 48 h; 350,000 compounds, 2.9% hits; AID 624296; Potency, µM (titrated, usually from 46.1 µM), for the others: at the highest dose activity, positive = re-replication, most hits filed as activators; also: potency is read from the fitted curve at half-maximal effect; % of control where 0% means no effect; nearly all actives have a fitted effect of over 50% in size
HepG2 viability: kills HepG2 cells in TGF-b inhibitor counter-screen | HepG2 CAGA-GFP viability, ATP luminescence, 18 h | Potency, µM (series often up to 46.1 µM), inactives show top-dose activity change, negative = cytotoxicity, usual class: cytotoxic | 410,000 compounds, 0.76% hits | AID 588856; also: potency is read from the fitted curve at half-maximal effect; some results filed as inactive show a strong effect at the top dose
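CellTiter-Glo luminescence gave cytotoxicity after 18 hours at 37 degrees C. The cells were HepG2 CAGA-GFP in 1% FBS DMEM, stimulated with 500 pg/mL TGF-beta after compound addition. %Activity was normalised to no-cell wells (complete cell-killing) and DMSO (no toxicity), and curves were fitted and classified.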
HT1080NT lethal: kills 2HG-producing HT-1080-NT fibrosarcoma cells | Potency, µM (top dose mostly 46.1 µM), without a hit: at the top dose activity, negative = less viability, most hits filed as cytotoxic | HT-1080-NT fibrosarcoma viability, CellTiter-Glo ATP luminescence, 48 h | 360,000 compounds, 1.6% hits | AID 686970;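 also: NT is the 2HG producing partner of a matched IDH1 knockdown line; potency is read from the fitted curve at half-maximal effect; 0% = DMSO-treated cells and -100% = media-only wells without cells; nearly all actives have a fitted effect of over 55% in size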
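Toxicity toward the 2HG-producing NT line was scored as %Activity, normalised to DMSO and no-cell wells, from CellTiter-Glo luminescence after 48 hours' treatment.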
SW480 rereplic: DNA re-replication induction in SW480 cells | SW480 DNA re-replication, Hoechst DNA content imaging, 48 h | 340,000 compounds, 1.8% hits | AID 624297 | Potency, µM (titrated, usually from 46.1 µM), for the others: at the top dose re-replication activation, actives largely listed as activators; also: potency is read from the fitted curve at half-maximal effect; % of control where 0% means no effect; nearly all actives have a fitted effect of over 55% in size
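Readout is total intensity of Hoechst-stained nuclei, excited at 405 nm and collected at 500-530 nm. Compound treatment lasted 48 hr at 37 C in 5% CO2 before staining.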
ATXN2 expr inh: inhibitors of ATXN2 expression. HEK-293 ATXN2-luciferase reporter, luminescence, 24 h. Potency, µM (titrated, usually from 57 µM), inactives show at the highest dose activity change, negative = inhibition, hits mostly inhibitors. 360,000 compounds, 0.72% hits; also: potency is read from the fitted curve at half-maximal effect; % is scaled to controls: 0 for no effect and ±100 for the full control effect; nearly all actives have a fitted effect of over 55% in size
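ATXN2-luciferase reporter cells (luciferase flanked by upstream and downstream ATXN2 gene portions) were treated 24 h at 37 °C with compounds at up to 57 uM. SteadyGlo luminescence gave expression; GF-AFC fluorescence gave viability.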
KB-3-1 cytotox: KB-3-1 parental cell cytotoxicity; KB-3-1 viability, CellTiter-Glo ATP luminescence, 72 h; Potency, µM (doses to about 46.1 µM), inactives show at the highest dose activity change, negative = cytotoxic, actives largely listed as cytotoxic; 400,000 compounds, 1.4% hits; AID 1347075; also: potency is read from the fitted curve at half-maximal effect; % is scaled to controls: 0 for no effect and ±100 for the full control effect; nearly all actives have a fitted effect of over 60% in size
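Cells are dispensed, compounds pinned in, plates held at 37 °C for 72 h, then CellTiter-Glo is added and luminescence read after 10 minutes. Cell line: parental KB-3-1 in phenol-red-free DMEM, 10% FBS.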
Numbers without * were called inactive; i = inactive; ? = inconclusive; nt = no result given; & = joins results of further samples; [ ] = remark or other dose. Unless noted, calls follow the shape of the dose curve; as a rule, active = well fitted curve in the direction sought with a large enough effect; inconclusive = small, poorly fitted or top-dose-only effect, or another doubt; inactive = no such curve, though single readings can be large; an effect the other way counts as inactive or inconclusive.

| entry | SMILES | IL1B secr inh | HT1080 IDH1KD tx | S2 tox | MCF10A rerep | HepG2 viability | HT1080NT lethal | SW480 rereplic | ATXN2 expr inh | KB-3-1 cytotox |
| --- | --- | --- | --- | --- | --- | --- | --- | --- | --- | --- |
| 1 | CCOC(=O)C1CCCN(c2ncnc3c2oc2ccccc23)C1 (configuration not stated) | 53 | -11% | i | 5% | -20% | -14% | 3%[9.22 µM] | 3% | 4% |
| 2 | O=C(CN(C(=O)CCC(=O)Nc1nccs1)c1cccc(F)c1)NCc1ccc2c(c1)OCO2 | -6 | 3% | i | 7% | -35% | -15% | -2% | -29% | 18% |
| 3 | CCOC(=O)c1ccc(NC(=O)CSc2nnnn2CCCO)cc1 | -1 | 1% | i | 0% | -1% | 1% | -14% | 3% | 21% |
| 4 | CC(OC(=O)/C=C/c1ccc2ccccc2n1)C(=O)N(C)c1ccccc1 (configuration not stated) | -2 | 13% | i | -1% | 3% | 9% | 2% | 36% | ? |
| 5 | COc1ccc(C)cc1NC(=O)NCc1ccccn1 | -18 | 10% | i | 0% | -4% | 22% | -4% | nt | 1% |
| 6 | CCN(Cc1ccccc1)C(=O)C1CCN(Cc2ccc(OC)c(OC)c2OC)CC1 | -11 | -8% | i | -1% | 3% | -3% | -4% | -11% | -19% |
| 7 | CC(=O)Nc1nonc1-c1nnc(SCc2ccccc2C)n1C | nt | nt | i | nt | -25% | nt | nt | 5% | 14% |
| 8 | CCCc1cc(=O)[nH]c(SCCc2ccccc2)n1 | -2 | 0% | i | -7% | -20% | 10% | -8% | nt | ? |
| 9 | COc1ccccc1N1CCN(S(=O)(=O)c2c(C)sc3ncn(CC(=O)Nc4ccccc4F)c(=O)c23)CC1 | nt | nt | ? | nt | -14% | nt | nt | 15% | 8% |
| 10 | O=C(NCCCN1CCCC1=O)c1cc(=O)c2ccccc2o1 | 5 | 5% | i | -8% | 4% | 10% | -2% | 0% | -1% |
| 11 | COc1ccccc1NS(=O)(=O)c1cc(NC(=O)Nc2ccccc2)ccc1N1CCCCC1 | 12 | 7% | i | 1%&10% | -5% | 4% | 2%&-4% | 10% | -23% |
| 12 | CCOc1ccc(-c2noc(CCCC(=O)NC3CCCC3)n2)cc1OC | 2 | -6% | i | 0% | -16% | 1% | -9% | -13% | -9% |
| 13 | Cc1cccc(-c2cc3nc(C)cc(C)n3n2)c1 | 56 | -15% | i | 12% | 3% | -6% | -4% | 17%[11.3 µM] | -12% |
| 14 | CCOc1ccc(NC(=O)CSc2nccn(-c3ccc4c(c3)OCCO4)c2=O)cc1 | 8 | -6% | ? | 2% | 0% | -3% | -6% | -14% | 11% |
| 15 | CCOC(=O)c1ccc(NC(=O)Cn2cnc3sc(C(=O)OCC)c(C)c3c2=O)cc1 | nt | nt | i | nt | -5% | nt | nt | -2% | 0% |
| 16 | Fc1ccccc1Cc1noc(CN2CCN(Cc3ccc4c(c3)OCO4)CC2)n1 | -10 | 8% | i | 4% | -12% | -9% | 2% | -8% | -1% |
| 17 | COc1cc(-c2nnc(Sc3ccc(C(F)(F)F)cc3[N+](=O)[O-])o2)cc(OC)c1OC | ? | 5% | i | 18µM* | 2% | 6% | ? | 0% | 14% |
| 18 | COc1ccccc1NC(=O)CSc1n[nH]c(-c2ccco2)n1 | 9 | -4% | i | -15% | -10% | -1% | 2% | -3% | 13% |
| 19 | Cc1nc2c(-c3ccccc3)c(C)nn2c(C)c1CCC(=O)O | -3 | 4% | i | -1% | 1% | -1% | -11% | -1% | -4% |
| 20 | O=C(NC1CCCC1)C(c1ccccc1)N(Cc1ccccc1)C(=O)c1csnn1 (configuration not stated) | -13 | 0% | i | 16% | -15% | 1% | 9% | 1% | -24% |
| 21 | O=C(COc1ccc(Br)cc1)N(Cc1nnc(-c2ccccc2Cl)o1)C1CC1 | -4 | -25% | i | nt | -44% | -14% | nt | nt | 0% |
| 22 | COc1cc(OC)c2c(-c3cccc(-c4ccc(N(C)C)cc4)c3)cc(=O)oc2c1 | 65 | 1.3µM* | i | ? | -7% | ? | 4.1µM* | 1% | 2.6µM* |
| 23 | CN(C)CC(=O)N[C@@H]1CC[C@@H](CCNS(=O)(=O)c2ccccc2)O[C@@H]1CO | -13 | 22% | nt | nt | nt | 1% | nt | nt | 6% |
| 24 | CCCCOCC(O)Cn1c(C)nc2ccccc21 (configuration not stated) | -3 | -4% | i | 2% | -1% | 13% | -1% | 1% | -13% |
| 25 | CSc1nnc2c(=O)[nH]c(=O)n(C)c2n1 | 1 | 15% | i | -8% | 0% | 14% | 2% | 5% | ? |
| 26 | COc1cc(OC)cc(C(=O)O/N=C(\N)c2ccccn2)c1 | -11 | 13% | i | -1% | -4% | 14% | -1% | nt | 5% |
| 27 | CC1C(=O)Nc2ccccc2N1C(=O)c1ccc(F)cc1 (configuration not stated) | 5 | 5% | i | 6% | 6% | -4% | 18% | 7% | 1% |
| 28 | CCCC(=O)NC(c1ccc(Cl)cc1)c1ccc2cccnc2c1O (configuration not stated) | 108 | ? | ? | ? | -20% | ? | 2.9µM* | 7.1µM* | ? |
| 29 | CC(=O)C[C@@H](O)CC(=O)[C@@H]1OC(=O)CCCCCCCCc2ccccc21 | -3 | 0% | i | 4% | -13% | 0% | -2% | 6% | -6% |
| 30 | O=S(=O)(N1CCCCC1)N1CCNCC1 | 19 | 0% | i | -4% | -2% | 15% | -5% | 2% | 0% |
| 31 | Cn1cc(C(=O)c2ccc(Cl)cc2Cl)cc1C(=O)N/N=C(\N)COc1cccc(C(F)(F)F)c1 | -6 | ? | ? | 17% | -41% | ? | 11% | ? | ? |
| 32 | COc1ccc(NC(=O)CC2C(=O)N(c3ccc(C)cc3)C(=O)N2C2CCCCC2)cc1 (configuration not stated) | nt | nt | i | nt | 3% | nt | nt | 7% | -13% |
| 33 | CCOC(=O)c1sc(-c2ccc(C(F)(F)F)cc2)nc1O | -14 | 13% | nt | 16µM* | -42% | 18% | 16µM* | 13% | -11% |
| 34 | CCOC(=O)c1cn(-c2c(Cl)cccc2Cl)c2cc(Cl)c([N+](=O)[O-])cc2c1=O | -54* | ? | ? | ? | -14% | ? | ? | nt | -1% |
| 35 | Cc1ccc(NS(=O)(=O)c2cc(C(=O)N(C)C3CCN(C)CC3)ccc2Cl)cc1Cl | -20 | -1% | ? | 20% | -9% | -10% | 0% | nt | 0% |
| 36 | CCOC(=O)c1[nH]c2ccccc2c1NC(=O)NC(C)C | nt | 14% | i | 12% | -5% | 6% | 5% | 15% | 5% |
| 37 | COc1cccc(C2CC(c3cccs3)=NN2C(=O)CSc2nc3ccccc3o2)c1OC (configuration not stated) | -5 | 1% | i | 22% | -20% | 12% | 2% | -13% | 0% |
| 38 | CCN(CC)S(=O)(=O)c1ccc(N2CCCC2)c(C(=O)OCC(=O)N2CCCC2)c1 | 0 | 1% | i | -3% | -30% | 20% | -1% | -12% | 0% |
| 39 | CCCOc1ccc(N2CC(C(=O)Nc3ccccn3)CC2=O)cc1 (configuration not stated) | 30 | 15% | i | 11% | -3% | 17% | -6% | 9% | ? |
| 40 | CN(Cc1ccccc1)C(=O)COC(=O)c1cc(S(=O)(=O)N(C)C)ccc1N1CCCC1 | ? | -16% | i | ? | 2% | -2% | 41% | 9% | -4% |
| 41 | O=C(NCc1ccc(Cl)cc1)c1ccc2c(Cl)c3c(nc2c1)CCCC3 | nt | nt | i | nt | -14% | nt | nt | 3% | 0% |
| 42 | COc1cc(NS(=O)(=O)c2ccc(NC(=S)NC(=O)CC(C)C)cc2)nc(OC)n1 | -17 | -5% | i | 8% | 3% | -17% | -5% | 4% | 0% |
| 43 | Cc1oc(-c2ccc(Cl)cc2)nc1CN1CCC(C(=O)NCCCN2CCOCC2)CC1 | ? | ? | i | 0% | -33% | 22µM* | ? | -21% | -3% |
| 44 | COc1ccc([C@H](OC)[C@@]2(Cc3ccc(O)cc3)N=C(N)N(C)C2=O)cc1 | 10 | -3% | i | -34%[inhibitor] | 8% | 11% | 1% | 0% | 11% |
| 45 | COC(=O)c1sccc1NC(=O)/C=C/c1c(Cl)cccc1Cl | 8 | -2% | i | 10% | -23% | 1% | 0% | 5% | 0% |
| 46 | O=S1(=O)CCN2C(=N1)SC1=C2CCN(Cc2ccccc2)C1 | -14 | -4% | i | -12% | 9% | -6% | -9% | -9% | -4% |
| 47 | CCc1c(C)c2ccc(OCC(=O)NCC3CCC(C(=O)O)CC3)c(C)c2oc1=O (configuration not stated) | -10 | -3% | i | -14% | -7% | -2% | -2% | -18% | 0% |
| 48 | O=C(COC(=O)C12CC3CC(CC(Br)(C3)C1)C2)NNC(=O)c1ccccc1 | 13 | 2% | i | 0% | 2% | 9% | -13% | -4% | 11% |
| 49 | COc1ccc2c(c1)C(=O)[C@@H](O)[C@H](c1ccc(OC)c(Br)c1)O2 | 22 | -27% | i | ? | -26% | -24% | 12µM* | -14% | ? |
| 50 | COC(=O)[C@@H](NC(=O)c1ccc2c(c1)S(=O)(=O)c1ccccc1C2=O)C(C)C | ? | 0% | i | -7% | -8% | -14% | -9% | -4% | 4% |
| 51 | Brc1ccc(-c2nnc(-c3cccnc3)o2)cc1 | -1 | 22% | i | 6% | 5% | 16% | -14% | 20% | -4% |
| 52 | O=C1c2ccccc2C(=O)N1c1ccccc1 | -19 | 7% | i | 6% | 9% | 9% | 0% | 2% | 0% |
| 53 | Cc1ccccc1C(=O)Nc1nnc(-c2ccco2)o1 | -2 | -9% | i | 2% | -22% | 0% | -2% | -35% | 0% |
| 54 | O=C1NC(=O)/C(=C/c2ccc(-c3cccc([N+](=O)[O-])c3)o2)S1 | -10 | -7% | ? | 15% | -13% | -6% | 0% | -38% | -17% |
| 55 | Cc1ccc(-c2nc3ncccc3o2)cc1NC(=O)COc1ccccc1 | -20 | ? | i | -13% | -1% | 18% | -5% | -10% | 6% |
| 56 | CCc1cc(C(=O)OC)c(NC(=O)CC2NCCNC2=O)s1 (configuration not stated) | -8 | 6% | i | 2% | -12% | 1% | 1% | -10% | 23% |

Screening data as filed in PubChem.
